TcdB GH inh: blocks C. difficile toxin B glycohydrolase activity; TcdB glycohydrolase enzymatic assay, plate reader; inhibition, % at 9.99 µM; 350,000 compounds, 0.24% hits; AID 652162; in the data active = inhibition above about 10%
An asterisk follows results filed as active; & = joins results of further samples.

SMILES	TcdB GH inh
C[C@@H]1CN([C@H](C)CO)C(=O)c2cc(C#C[C@@H](C)O)cnc2O[C@@H]1CN(C)Cc1cccc(F)c1	-0.1
CO[C@H]1CN(C)C(=O)c2ccc(NC(=O)C3CC3)cc2OC[C@@H](C)N(Cc2cccnc2)C[C@H]1C	0.2
CCCNC(=O)N1[C@H](C(=O)NC2CCC2)[C@@H](CO)[C@@H]2Cn3c(ccc(-c4ccccc4OC)c3=O)[C@@H]21	-8.3
O=C(C[C@@H]1CC[C@@H]2[C@H](COC[C@@H](O)CN2Cc2nccs2)O1)NCc1ccccc1	-0.9
C[C@@H]1CCCCO[C@H](CN(C)S(=O)(=O)c2cccs2)[C@H](C)CN([C@@H](C)CO)C(=O)c2cc(NC(=O)Nc3ccc(F)cc3)ccc2O1	1.4
C[C@H](NC(=O)C[C@@H]1C[C@H]2c3cc(NS(C)(=O)=O)ccc3O[C@H]2[C@@H](CO)O1)c1ccccc1	0.0
COCC(=O)N1[C@H](CO)[C@@H](c2ccccc2)[C@H]1CN(C)C(=O)c1cccnc1	-1.5
Cc1ccc(S(=O)(=O)N2C[C@H](O)COC[C@@H]3O[C@H](CC(=O)NCc4ccc(Cl)c(Cl)c4)CC[C@H]32)cc1	-0.1
C[C@H](CO)N1C[C@H](C)[C@H](CN(C)Cc2cccc(F)c2)Oc2ncc(C#C[C@@H](C)O)cc2C1=O	-0.3
CO[C@@H]1CN(C)C(=O)c2ccc(NC(=O)C3CC3)cc2OC[C@H](C)N(C(=O)NC(C)C)C[C@H]1C	-1.1
C[C@@H]1CN([C@H](C)CO)C(=O)c2cc(C#Cc3ccncc3)cnc2O[C@H]1CN(C)C(=O)c1ccccc1F	1.2
O=C(Nc1ccc(F)cc1)N1CC(=O)N2[C@H](CO)[C@@H](c3ccc(-c4ccccc4)cc3)[C@H]2C1	0.2
O=C(c1ccc2c(c1)OCO2)N1C[C@@H]2N[C@H](C1)C2c1ccc(-c2cccnc2)cc1 (some centres undefined)	-0.9&-0.5
C[C@@H]1CN([C@H](C)CO)C(=O)Cc2cc(NC(=O)C3CCCCC3)ccc2O[C@@H]1CN(C)CC1CCCCC1	1.1
CCCC#Cc1cnc2c(c1)C(=O)N([C@H](C)CO)C[C@H](C)[C@H](CN(C)C(=O)Nc1ccccc1F)O2	-1.1
C[C@H]1CN([C@@H](C)CO)C(=O)c2cc(NC(=O)Cc3cn(C)c4ccccc34)ccc2O[C@@H]1CN(C)S(C)(=O)=O	0.6
CCC(=O)N(C)C[C@H]1Oc2cc(-c3cccnc3)ccc2S(=O)(=O)N([C@@H](C)CO)C[C@@H]1C	0.2
CCNC(=O)C[C@H]1C=C[C@H](NC(=O)NC2CCCCC2)[C@H](CO)O1	0.1
C[C@@H]1CCCCO[C@H](CN(C)C(=O)C2CCCCC2)[C@H](C)CN([C@H](C)CO)C(=O)c2cc(NS(=O)(=O)c3cn(C)cn3)ccc2O1	-0.1
O=C(C[C@H]1C[C@@H]2c3cc(NC(=O)Nc4ccccc4F)ccc3O[C@@H]2[C@H](CO)O1)NCC(F)(F)F	-0.1

A run of entries from further up, for reference:
SMILES	TcdB GH inh
CCCC#Cc1cnc2c(c1)C(=O)N([C@H](C)CO)C[C@H](C)[C@H](CN(C)C(=O)Nc1ccccc1F)O2	-1.1
C[C@H]1CN([C@@H](C)CO)C(=O)c2cc(NC(=O)Cc3cn(C)c4ccccc34)ccc2O[C@@H]1CN(C)S(C)(=O)=O	0.6
CCC(=O)N(C)C[C@H]1Oc2cc(-c3cccnc3)ccc2S(=O)(=O)N([C@@H](C)CO)C[C@@H]1C	0.2
CCNC(=O)C[C@H]1C=C[C@H](NC(=O)NC2CCCCC2)[C@H](CO)O1	0.1
C[C@@H]1CCCCO[C@H](CN(C)C(=O)C2CCCCC2)[C@H](C)CN([C@H](C)CO)C(=O)c2cc(NS(=O)(=O)c3cn(C)cn3)ccc2O1	-0.1
O=C(C[C@H]1C[C@@H]2c3cc(NC(=O)Nc4ccccc4F)ccc3O[C@@H]2[C@H](CO)O1)NCC(F)(F)F	-0.1

Other results follow:
SMILES	TcdB GH inh
C[C@@H]1CCCCO[C@H](CN(C)S(=O)(=O)c2ccc(Cl)cc2)[C@H](C)CN([C@@H](C)CO)C(=O)c2cc(NC(=O)Nc3ccc4c(c3)OCO4)ccc2O1	0.2
O=C(C[C@H]1C[C@@H]2c3cc(NC(=O)NC4CCCCC4)ccc3O[C@@H]2[C@@H](CO)O1)NCc1ccccc1	-1.0
O=S(=O)(c1ccc(F)cc1)N1C[C@@H]2N[C@H](C1)C2c1ccc(-c2ccc(F)cc2)cc1 (some centres undefined)	0.4&0.4
C[C@H](CO)N1C[C@H](C)[C@@H](CN(C)Cc2ccccc2)Oc2ccc(NC(=O)CCC(F)(F)F)cc2CC1=O	0.2
C[C@@H]1CN([C@H](C)CO)C(=O)c2cccc(NC(=O)CCCCCC(=O)Nc3ccccc3N)c2O[C@@H]1CN(C)C(=O)NC1CCCCC1	0.6
C[C@H]1CCCCO[C@H](CN(C)Cc2ccc(C(F)(F)F)cc2)[C@@H](C)CN([C@@H](C)CO)C(=O)c2cc(NC(=O)c3ccccc3)ccc2O1	0.6
C/C=C/c1ccc2c(c1)O[C@@H](CN(C)C(=O)C1CCCCC1)[C@@H](C)CN([C@H](C)CO)S2(=O)=O	1.0
C[C@@H]1CN([C@@H](C)CO)C(=O)c2cccc(NS(=O)(=O)c3cn(C)cn3)c2O[C@@H]1CN(C)S(=O)(=O)c1ccc(Cl)cc1	0.7
C[C@@H]1CCCCO[C@@H](CN(C)CC2CCCCC2)[C@H](C)CN([C@H](C)CO)C(=O)c2cc(NC(=O)Nc3ccc4c(c3)OCO4)ccc2O1	-1.4
CC(C)CC#Cc1ccc2c(c1)O[C@H](CN(C)C(=O)Cc1ccncc1)[C@@H](C)CN([C@@H](C)CO)S2(=O)=O	-0.2
C[C@@H]1CN([C@@H](C)CO)S(=O)(=O)c2ccc(-c3cccnc3)cc2O[C@@H]1CN(C)C(=O)CC1CC1	-4.2
O=C1CN(Cc2ccccc2)C[C@H]2[C@@H](c3ccc(Br)cc3)[C@H](CO)N12	1.6
C[C@H](O)C#Cc1ccc2c(c1)O[C@H](CN(C)C(=O)c1ccncc1)[C@H](C)CN([C@H](C)CO)S2(=O)=O	0.6
C[C@@H]1CCCCO[C@H](CN(C)C(=O)Nc2ccccc2)[C@@H](C)CN([C@H](C)CO)C(=O)c2cc(NC(=O)Nc3ccc(F)cc3)ccc2O1	-1.7
CNC(=O)C[C@@H]1CC[C@H]2[C@H](COc3ccc(NC(=O)c4cc(F)cc(F)c4)cc3C(=O)N2C)O1	-0.8
CCS(=O)(=O)Nc1ccc2c(c1)C(=O)N(C)[C@@H]1CC[C@H](CC(=O)N3CCOCC3)O[C@H]1CO2	0.7
CCNC(=O)C[C@@H]1CC[C@H]2[C@@H](COc3ccc(NC(=O)Nc4cccc(F)c4)cc3C(=O)N2C)O1	-0.5
COc1cccc(S(=O)(=O)N2C[C@@H](O)COC[C@@H]3O[C@@H](CC(=O)NCCCN4CCOCC4)CC[C@H]32)c1	-2.1
C[C@H](CO)N1C[C@H](C)[C@H](CN(C)C(=O)Nc2ccc3c(c2)OCO3)Oc2c(NC(=O)Nc3cccc4ccccc34)cccc2C1=O	-0.9
C/C=C/c1cnc2c(c1)C(=O)N([C@H](C)CO)C[C@H](C)[C@H](CN(C)C(=O)Nc1ccccc1F)O2	-1.3

A draw from above in order of molar mass, falling.
SMILES	TcdB GH inh
O=C(C[C@H]1C[C@@H]2c3cc(NC(=O)NC4CCCCC4)ccc3O[C@@H]2[C@@H](CO)O1)NCc1ccccc1	-1.0
CCS(=O)(=O)Nc1ccc2c(c1)C(=O)N(C)[C@@H]1CC[C@H](CC(=O)N3CCOCC3)O[C@H]1CO2	0.7
CNC(=O)C[C@@H]1CC[C@H]2[C@H](COc3ccc(NC(=O)c4cc(F)cc(F)c4)cc3C(=O)N2C)O1	-0.8

Further records:
SMILES	TcdB GH inh
C[C@H]1CN([C@@H](C)CO)C(=O)c2cc(C#CCN(C)C)cnc2O[C@@H]1CN(C)C(=O)Cc1ccncc1	-0.6
COCC(=O)N1CCCCN2[C@H](CO)[C@@H](c3ccc(C#Cc4ccccc4)cc3)[C@@H]2C1	-1.4
O=C(N[C@H]1CC[C@@H](CCNS(=O)(=O)c2ccccc2)O[C@H]1CO)c1cccnc1	-0.8
C[C@H](CO)N1C[C@H](C)[C@@H](CN(C)C(=O)Nc2ccc(F)cc2)OCCCC[C@H](C)Oc2ccc(N(C)C)cc2C1=O	-16.2
C[C@@H]1CN([C@H](C)CO)C(=O)c2cccc(NS(=O)(=O)c3ccccc3)c2O[C@@H]1CN(C)C(=O)Nc1ccccc1	-0.1
C[C@@H]1CN([C@@H](C)CO)S(=O)(=O)c2ccc(C#Cc3cccc(F)c3)cc2O[C@H]1CN(C)C	-0.5
COc1ccc(S(=O)(=O)N(C)C[C@@H]2Oc3ccc(NC(=O)CCN4CCOCC4)cc3C(=O)N([C@@H](C)CO)C[C@H]2C)cc1	0.5
COc1ccc(C#Cc2cnc3c(c2)C(=O)N([C@H](C)CO)C[C@H](C)[C@H](CN(C)C)O3)cc1OC	-0.7
CN(C)CC(=O)N1[C@@H](C#N)[C@@H](c2ccc(C#CC3CC3)cc2)[C@@H]1CO	0.1
COCC#Cc1cnc2c(c1)C(=O)N([C@H](C)CO)C[C@H](C)[C@@H](CN(C)C(=O)Nc1ccccc1F)O2	-0.5
COC(=O)[C@H]1[C@H](CO)[C@H]2Cn3c(ccc(-c4ccccc4F)c3=O)[C@H]2N1CC1CCOCC1	0.4
CCC(=O)Nc1ccc2c(c1)C(=O)N(C)C[C@@H](OC)[C@@H](C)CN(Cc1cccc(F)c1)[C@H](C)CO2	-0.6
COC(=O)C[C@H]1CC[C@@H]2[C@@H](COc3ccc(NC(=O)c4cccc(OC)c4)cc3C(=O)N2C)O1	10.8*
O=C(CC1CC1)NC[C@H]1N[C@H](CO)[C@@H]1c1ccc(-c2ccc(F)cc2)cc1	0.4
CN(C)CCCNC(=O)C[C@@H]1CC[C@@H](NC(=O)c2ccccc2F)[C@@H](CO)O1	0.4
O=C(C[C@@H]1CC[C@H](NC(=O)C2CCOCC2)[C@@H](CO)O1)Nc1ccccc1	1.7
CC(C)NC(=O)N(C)C[C@@H]1Oc2c(NS(C)(=O)=O)cccc2C(=O)N([C@@H](C)CO)C[C@@H]1C	1.1
CC(C)NC(=O)N(C)C[C@H]1Oc2ccc(NS(=O)(=O)c3cccs3)cc2CC(=O)N([C@@H](C)CO)C[C@H]1C	0.1
C[C@@H]1CN([C@@H](C)CO)C(=O)c2cc(NC(=O)CCC(F)(F)F)ccc2O[C@H]1CN(C)C	0.0
C=CCOC(=O)[C@@H]1[C@H]2C(=O)O[C@H](c3ccccc3)[C@H](c3ccccc3)N2[C@H](c2ccc(OCCOC(=O)[C@@H]3C[C@@H]4C(=O)NCC(=O)N4[C@@H]3c3ccc(O)cc3)cc2)[C@@]12C(=O)Nc1ccc(I)cc12	-4.1
CN1CCCCN2[C@@H](CO)[C@@H](c3ccc(C#CC4(O)CCCC4)cc3)[C@@H]2C1	-4.4
CO[C@H](C(=O)N(C)C[C@@H]1OCc2ccccc2-c2ccccc2C(=O)N([C@@H](C)CO)C[C@@H]1C)c1ccccc1	0.4
CNC(=O)C[C@H]1CC[C@H]2[C@@H](COC[C@@H](O)CN2Cc2ccncc2)O1	-2.1
COCCNC(=O)C[C@H]1C=C[C@@H](NC(=O)NC2CCCC2)[C@H](CO)O1	0.3
Cc1ccc(S(=O)(=O)Nc2cccc3c2O[C@H](CN(C)C(=O)Nc2ccccc2)[C@@H](C)CN([C@@H](C)CO)C3=O)cc1	0.2
C[C@H](CO)N1C[C@H](C)[C@@H](CN(C)C(=O)c2cccnc2)Oc2ncc(C3=CCCC3)cc2C1=O	-0.3
CC(C)NC(=O)N(C)C[C@H]1OCCCC[C@@H](C)Oc2ccc(NC(=O)CCC(F)(F)F)cc2C(=O)N([C@@H](C)CO)C[C@@H]1C	2.1
CN1CCCCN2[C@H](CO)[C@@H](c3ccc(-c4ccc(F)cc4)cc3)[C@H]2C1	0.7
CC(C)c1cn(CC[C@H]2CC[C@H](NC(=O)C3CCCC3)[C@H](CO)O2)nn1	-1.9
C[C@H]1CN([C@@H](C)CO)C(=O)Cc2cc(NC(=O)NC3CCCCC3)ccc2O[C@H]1CN(C)S(=O)(=O)c1cccs1	-0.6
C[C@H]1CN([C@@H](C)CO)C(=O)c2cc(NC(=O)NC3CCCCC3)ccc2O[C@H]1CN(C)C(=O)Nc1ccc2c(c1)OCO2	0.4
O=C(NCC[C@H]1CC[C@H](NS(=O)(=O)Cc2ccccc2)[C@@H](CO)O1)C1CC1	1.0
CCCNC(=O)C[C@H]1C[C@H]2c3cc(N(C)C)ccc3O[C@H]2[C@H](CO)O1	-47.5
Cc1ccccc1S(=O)(=O)N1[C@@H](C#N)[C@H](c2ccc(C#CC3CCCC3)cc2)[C@@H]1CO	0.2
CN(C)C(=O)[C@H]1[C@H](CO)[C@H]2Cn3c(ccc(C4=CCCC4)c3=O)[C@H]2N1Cc1ccc2c(c1)OCO2	0.1
COc1ccc(NC(=O)N(C)C[C@@H]2OCc3ccccc3-c3ccccc3C(=O)N([C@@H](C)CO)C[C@@H]2C)cc1	0.1
Cc1ccc(S(=O)(=O)N(C)C[C@H]2Oc3ccc(NC(=O)Nc4ccc(F)cc4)cc3CC(=O)N([C@@H](C)CO)C[C@@H]2C)cc1	0.5
C[C@@H]1CN([C@H](C)CO)C(=O)c2cc(N(C)C)ccc2O[C@@H](C)CCCCO[C@@H]1CN(C)Cc1ccc2c(c1)OCO2	-28.6
COc1ccc(S(=O)(=O)Nc2ccc3c(c2)C(=O)N([C@H](C)CO)C[C@H](C)[C@@H](CN(C)S(=O)(=O)c2ccc(F)cc2)OCCCC[C@H](C)O3)cc1	-1.3
C/C=C/c1ccc([C@H]2[C@@H](CNC(C)C)N(Cc3cccnc3)[C@H]2CO)cc1	-2.0
COc1cccc(CNC(=O)C[C@@H]2CC[C@@H](NS(=O)(=O)c3ccccc3OC)[C@H](CO)O2)c1	0.4

Bioassay records deposited in PubChem by Broad Institute.

The list is partial. The share of hits here may be higher or lower than overall.
